Vif inh: HIV Vif self-association inhibitors, primary screen, imaging, HEK293T, single point. HEK293T cells, Vif self-association by quenched fluorescence, 24 h. inhibition, % at 7.49 µM. actives 0.35% (n = 340,000). AID 602346, 2012; in the data active = inhibition above about 50%, passing the limit was not always enough; also: some results filed as inactive read as strong as hits
HIF-2a inh: HIF-2a reporter inhibitors, primary screen, luminescence, 786-0 RCC cells. 786-0 RCC cells HIF-2a reporter, luciferase luminescence, overnight. inhibition, % at 18.8 µM. actives 0.72% (n = 360,000). AID 624352, 2012;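 active = inhibition of the luminescence signal of 40% or more relative to plate controls, in a single-dose primary screen at 18.75 µM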
NR2E3 ag-1: inhibitors of NR2E3-RetCOR corepressor binding, primary screen, NR2E3 agonist project, biochemical, TR-FRET, GST-NR2E3, biotin-RetCOR; Photoreceptor-specific nuclear receptor (Homo sapiens), Q9Y5X4; 1536-well; inhibition of corepressor binding, % at 4.78 µM; actives 0.12% (n = 320,000); AID 2300, 2010;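 active = percent inhibition above the cutoff of mean plus 3 SD of all tested compounds, set per screening campaign, cut at about 20% in these data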;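 also: 0% = DMSO wells and 100% = biotin wells as full block of FRET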
Target sequence (Q9Y5X4 whole entry, looked up): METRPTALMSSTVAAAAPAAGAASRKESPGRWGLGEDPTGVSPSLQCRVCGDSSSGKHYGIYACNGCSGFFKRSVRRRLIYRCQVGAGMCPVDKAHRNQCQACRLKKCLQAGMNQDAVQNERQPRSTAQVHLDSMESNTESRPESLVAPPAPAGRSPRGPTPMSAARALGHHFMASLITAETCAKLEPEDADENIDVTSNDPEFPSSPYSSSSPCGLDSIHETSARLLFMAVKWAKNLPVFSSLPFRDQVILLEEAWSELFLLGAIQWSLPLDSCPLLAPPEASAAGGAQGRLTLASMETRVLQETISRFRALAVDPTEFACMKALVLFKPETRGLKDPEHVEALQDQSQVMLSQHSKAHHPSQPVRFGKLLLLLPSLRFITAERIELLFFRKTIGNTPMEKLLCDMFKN
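Format: 1536-well format; test system: GST-NR2E3 and biotin-RetCOR proteins; read-out basis: percent inhibition of TR-FRET ratio; timing: 5 h incubation at 4 °C; detection: time-resolved FRET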
NR2E3 ag-2: NR2E3 agonists in two-hybrid cells, primary screen, cell-based, luminescence, CHO-S, Gal4-NCOR/VP16-NR2E3 | Photoreceptor-specific nuclear receptor (Homo sapiens), Q9Y5X4 | luciferase | inhibition of corepressor binding, % at 3.98 µM | actives 0.35% (n = 360,000) | AID 602229, 2012;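 active = inhibition above the mean of all tested compounds plus 3 SD, cut at about 70% in these data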;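 also: 0% = DMSO with NR2E3 transfected cells and 100% = cells lacking NR2E3 construct; higher means lower luciferase signal from less NR2E3 corepressor binding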
TRPM1 prom inh: inhibitors of MITF-dependent TRPM1 promoter reporter, primary screen, cell-based, SK-MEL-5, single point, luciferase; inhibition, % at 12.5 µM; SK-MEL-5 TRPM1 promoter luciferase, 24 h; actives 0.83% (n = 330,000);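 active = mean inhibition across replicates of 60% or more, whatever share of single replicates reaches that level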; also: values of inactives mirror those of a sister screen read the other way
aDG glyco up: activators of alpha-DG glycosylation, primary screen, uHTS, Pro5-aDG cells, AlphaScreen | alpha-DG glycosylation AlphaScreen (IIH6); 0% Pro5, 100% B10-LARGE cell signal | activation, % at 10 µM | actives 0.22% (n = 360,000);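 active = activation of at least 8% versus controls, or a plate z-score of at least 8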;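 also: Pro5 are CHO cells carrying HIG-tagged alpha-DG that lacks glycosylation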
Peg3 prom inh: Peg3 promoter-driven luciferase inhibitors, primary screen, cell-based, HeLa, luciferase luminescence; HeLa PEG-Prom luciferase reporter, overnight; inhibition, % at 20 µM; actives 1.7% (n = 360,000); AID 588405, 2011;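 active = inhibition of at least 50% at 20 µM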
CaV13 ICDI inh: Disruptors of the CACNA1D IQ motif to Ca2+-dependent inactivation inhibitor domain association, primary screening, Förster resonance energy transfer in intact living …; inhibition, % at 12.3 µM; actives 0.098% (n = 340,000); HEK cells, CFP/YFP FRET ICDI-IQ, plate reader, 10 min; percent FRET-ratio fall versus neutral wells;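 active = mean replicate inhibition of at least 30% and at least 1% of replicates passing that level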;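 also: 0% = median of the neutral control wells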
iPSC survival up: enhancers of single-cell hiPSC survival, primary screen, ATPlite luminescence; survival enhancement, % at 20 µM; actives 0.044% (n = 360,000); 100% = ROCK inhibitor wells, 0% = DMSO; in the data active = survival enhancement above about 18%;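 also: cells exposed to compounds for 16 hours before the ATP read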
Exocytosis inh: LAMP-1 surface exposure blockers, TALL-104 cells – cell-based, flow cytometry, MLPCN library, primary screen | TALL-104 LAMP-1 surface exposure; cells stimulated with thapsigargin and PMA | inhibition, % at 10 µM | actives 0.66% (n = 360,000);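 active = inhibition above about 55%, limit read from the data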
PDI inh: inhibitors of human PDI, primary screen, biochemical, turbidity, single point, plate reader; Protein disulfide-isomerase (Homo sapiens), P07237; PDI insulin aggregation turbidity, A650, 90 min; inhibition, % at 10 µM; AID 588391, 2011; actives 0.052% (n = 350,000);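 active = mean inhibition across replicates of 30% or more, whatever share of single replicates reach that level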;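 also: absorbance from insulin aggregation driven by PDI reduction with DTT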
Target sequence (P07237 whole entry, looked up): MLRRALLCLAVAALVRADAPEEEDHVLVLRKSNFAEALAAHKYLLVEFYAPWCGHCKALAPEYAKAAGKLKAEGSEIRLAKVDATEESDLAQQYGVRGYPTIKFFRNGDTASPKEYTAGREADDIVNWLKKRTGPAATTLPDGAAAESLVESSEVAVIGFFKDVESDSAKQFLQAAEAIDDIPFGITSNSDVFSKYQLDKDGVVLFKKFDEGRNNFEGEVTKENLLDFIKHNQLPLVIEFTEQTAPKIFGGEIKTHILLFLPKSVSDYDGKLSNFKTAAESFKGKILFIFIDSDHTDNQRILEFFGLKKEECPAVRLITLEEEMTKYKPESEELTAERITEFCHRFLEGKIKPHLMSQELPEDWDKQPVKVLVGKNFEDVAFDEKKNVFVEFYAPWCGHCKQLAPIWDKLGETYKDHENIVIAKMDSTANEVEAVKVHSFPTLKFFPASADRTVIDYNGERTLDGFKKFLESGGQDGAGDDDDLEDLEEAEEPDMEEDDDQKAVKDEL
Active calls of the source: *; / = not tested or not shown.

SMILES	Vif inh	HIF-2a inh	NR2E3 ag-1	NR2E3 ag-2	TRPM1 prom inh	aDG glyco up	Peg3 prom inh	CaV13 ICDI inh	iPSC survival up	Exocytosis inh	PDI inh
COc1ccc(CCNC(=O)CN2CCOc3ccccc32)cc1OC	14	9	0	-7	13	-0.2	6	-5	-1.8	-2	/
CC1(C)C2C/C(=N\O)C(C)(/[N+]([O-])=C/c3cccc([N+](=O)[O-])c3)CC21 (stereo not given)	6	-5	1	-4	-6	1.1	13	10	-3.1	1	3
O=C1S/C(=C\c2ccc(N3CCOCC3)o2)C(=O)N1Cc1c(F)cccc1Cl	8	-1	2	-13	2	-0.1	8	-8	-0.4	88*	-3
CCN(Cc1cnn(C)c1)C(=O)c1cc(COc2ccc(F)cc2F)on1	-4	-60	-2	-30	-34	0.0	-43	-4	-0.4	-6	-4
CN(CC(=O)Nc1ccc(F)c(F)c1F)C1CCCCC1	4	0	4	-15	-1	-0.1	-6	-6	0.3	0	-1
Cc1ccn(C(C)CC(=O)N2CCc3ccccc32)n1 (stereo not given)	-7	2	-1	-36	26	-0.2	9	-7	-0.2	1	-7
Oc1ccc(Cc2ncc(C(F)(F)F)cc2Cl)cc1	-2	12	-3	17	-10	0.0	7	0	1.4	-1	5
CCOC(=O)c1c(NC(=S)NC(C)=O)sc(C)c1C	-5	2	6	18	3	0.5	5	-3	-2.1	-2	0
Cn1ccnc1C(=O)c1ccc(N)cc1	-7	-12	4	-14	2	0.0	-7	-7	0.6	-5	-16
CNC(=O)/C=C1\NC(C)(C)Cc2c1ccc1ccccc21	21	21	-1	-9	1	-0.1	9	/	-1.2	44	-5
Cn1c(=O)[nH]c(=O)c2c1nc(Br)n2CCC(=O)c1ccccc1	12	4	3	-33	-3	0.9	4	-6	-0.6	1	4
CC1CC2=C(C(=O)O1)C(c1ccc(Cl)cc1)Nc1ccccc1N2 (stereo not given)	8	21	-4	-19	6	0.0	6	-5	-0.7	8	3
O=C(Nc1ncccn1)c1cc(-c2ccc(F)cc2)nc2ccccc12	9	-7	0	7	-6	-0.1	-4	-6	3.6	-2	1
CC(Sc1nncn1C)C(=O)Nc1ccc(Cl)cn1 (stereo not given)	3	-65	4	19	-8	-0.2	-1	-5	1.2	5	-19
C=CCn1c(C2CCCCC2)n[nH]c1=S	0	10	2	-28	-7	-0.2	15	-2	0.0	-1	5
Cc1ccc(OCc2n[nH]c(=S)n2-c2ccc(Br)cc2)cc1	-4	14	3	-4	0	0.1	-3	0	-0.9	-4	6
CCOC(=O)C1(CC2CC2)CCN(Cc2ccc(OC)cc2F)CC1	7	3	3	-1	3	0.8	27	3	0.1	2	-10
COc1cccc(-c2cnc3c(NC=O)cc(-c4ccc(OC)cc4OC)cn23)c1	/	-10	/	27	/	-0.2	-11	-9	-3.9	46	-1
O=C(Cc1ccc(-n2c(=O)c3ccccc3n(CC(=O)Nc3ccc(F)cc3F)c2=O)cc1)NCc1ccco1	-1	-5	-4	-15	12	1.8	9	26	0.4	0	1
O=C(NNC(=O)C1C2C=CC(C2)C1C(=O)O)c1ccccc1 (stereo not given)	-3	5	3	-80	2	0.1	0	-5	0.9	-10	4

Quoted from the listing.
Value of `CCN(Cc1cnn(C)c1)C(=O)c1cc(COc2ccc(F)cc2F)on1` in TRPM1 prom inh: -34
Value of `O=C(Nc1ncccn1)c1cc(-c2ccc(F)cc2)nc2ccccc12` in CaV13 ICDI inh: -6
Value of `Cc1ccn(C(C)CC(=O)N2CCc3ccccc32)n1` (stereo not given) in Peg3 prom inh: 9
Value of `CCOC(=O)C1(CC2CC2)CCN(Cc2ccc(OC)cc2F)CC1` in Vif inh: 7
Value of `Cc1ccc(OCc2n[nH]c(=S)n2-c2ccc(Br)cc2)cc1` in iPSC survival up: -0.9
Value of `CC1CC2=C(C(=O)O1)C(c1ccc(Cl)cc1)Nc1ccccc1N2` (stereo not given) in TRPM1 prom inh: 6

(further entries)
SMILES	Vif inh	HIF-2a inh	NR2E3 ag-1	NR2E3 ag-2	TRPM1 prom inh	aDG glyco up	Peg3 prom inh	CaV13 ICDI inh	iPSC survival up	Exocytosis inh	PDI inh
Cc1nn(-c2ccccc2)c(C)c1-c1ccccc1O	4	-16	3	-47	2	0.2	-21	-20	1.4	6	-4
COc1ccc(OCC(O)Cn2c(Nc3cccc(C)c3)nc3c2c(=O)n(C)c(=O)n3C)cc1 (stereo not given)	-7	23	-5	0	4	0.1	17	-2	1.6	-1	-1
Cc1cc(=O)[nH]c(SCC(=O)NC2CCCCCC2)n1	-1	-18	/	-9	1	-0.1	-21	-9	0.0	0	-23
Cc1ccccc1NC(=O)Nc1cccs1	/	-73	3	24	7	0.1	-36	-6	-1.6	1	-13
Cc1csc(Sc2ccc([N+](=O)[O-])cc2C(=O)OCC(=O)NC2CCCC(C)C2C)n1 (stereo not given)	3	12	-3	-1	3	0.2	17	-5	1.3	-7	-17
CCn1c(SCC(=O)Nc2cc(C)on2)nnc1-c1c[nH]c2ccccc12	-5	10	0	6	/	-0.2	3	12	-1.1	18	/
CN(C)CCNC(=O)c1cccc(-c2cc(NC=O)c3ncc(-c4cccc(C(F)(F)F)c4)n3c2)c1	17	95*	/	-10	/	-0.5	98*	-11	-2.3	15	6
CCCCCN(C(=O)CCC(=O)OCC(=O)c1cccc(OC)c1)c1c(N)n(CCCC)c(=O)[nH]c1=O	-6	16	5	-16	-4	0.0	8	-11	0.1	-1	-3
CC1=C(C)[N+](=O)C2(O)CCCCC2(C)N1[O-] (stereo not given)	-12	16	0	-18	4	-0.4	13	-6	4.0	-4	-1
CCN(CC(=O)Nc1c(F)cccc1F)C(=O)CCSc1ccc(F)cc1	-13	15	-1	-27	3	0.1	3	-6	0.8	-1	-1
CC1(C)CC(=O)C=C(NCC(=O)O)C1	9	5	-3	-15	1	-0.2	20	-9	2.5	-2	13
COc1ccc(CCC(=O)Nc2cc(S(=O)(=O)N3CCCCC3)ccc2N(C)C)cc1	21	-3	5	-14	2	0.4	15	-3	0.7	3	4
COC(=O)Cn1cc(/C=C/[N+](=O)[O-])c2ccccc21	18	9	0	-21	1	0.0	13	-18	0.2	2	1
Cc1ccccc1OCCC(=O)Nc1cccc(S(=O)(=O)Nc2ccccc2Cl)c1	-10	26	1	-5	9	0.3	33	-6	-0.1	6	-3
O=C(Oc1ccc(/C=N/NC(=O)c2ccco2)cc1)c1ccccc1	-4	-146	0	-8	-47	0.1	-112	-7	1.3	3	-3
CN(C)c1nc(SCc2ccccc2)nc(N2CCOCC2)n1	/	20	3	-15	-17	-0.2	-3	-5	-3.1	1	-1
CN(c1ccccc1)S(=O)(=O)c1ccc(C(=O)NNC(=O)c2ccccc2)cc1	-11	-5	2	-9	10	-0.5	7	-2	0.3	-3	0
CC(=O)C1=C(O)C(=O)N(c2ccc(Br)cc2)C1c1cccc(F)c1 (stereo not given)	-14	18	10	20	6	0.1	-1	-2	-0.1	0	3
O=C(NNC(=O)C1CCCCC1)c1ccncc1	38	16	3	-2	1	-0.1	-1	-4	-0.1	-6	10
Cc1[nH]n(C(N)=S)c(=O)c1N=Nc1ccc2ccccc2c1	17	-220	/	17	-41	0.0	-190	-20	-1.6	2	-3
CC(C)Cn1c(-c2ccco2)n[nH]c1=S	12	15	1	-7	3	3.6	-15	-3	1.6	-5	-32
O=C(O)CCCN1C(=O)c2ccccc2Sc2ncccc21	-1	13	/	-17	7	0.1	16	-4	-0.3	-3	5
Cc1cc(C)c(CN2CCN(C(=O)CC[C@H]3O[C@@H](n4cnc5c(NC(=O)c6ccccc6)ncnc54)[C@H](O)[C@@H]3O)CC2)c(C)c1	/	14	/	1	/	0.0	7	-6	0.4	-3	/
CCCCN(C)C(=O)c1coc(=O)c2ccccc12	0	11	6	3	7	-0.2	4	-3	1.5	1	16
COc1cccc(OC)c1OCCCN1CCC(Cc2ccccc2)CC1	16	22	4	-5	-1	0.5	8	-5	-0.4	68*	3
CC(C)c1nnc(SCC(=O)Nc2ccc3c(c2)OCCO3)n1C	-4	9	8	-6	-4	0.0	-6	-5	0.8	-14	-4
Cc1cccc(N2CCN(C3CCCCC3NS(=O)(=O)c3ccccc3)CC2C)c1 (stereo not given)	1	9	4	-43	-5	0.2	21	/	-0.1	1	-1
CCOc1cc(N2CCOCC2)c(OCC)cc1NC(=O)Cn1nc(C)c([N+](=O)[O-])c1C	3	-19	5	10	0	0.2	0	-5	0.8	2	-2
CCC(C)c1ccc(S(=O)(=O)N2CCN(c3ccccn3)CC2)cc1 (stereo not given)	-12	21	-1	15	12	0.1	29	-15	-0.1	28	-6
COc1ccc(-c2nsc(SCC(=O)Nc3ccc4c(c3)OCO4)n2)cc1	0	-63	-2	-24	-9	0.3	-85	-3	0.6	-2	7
C=CCn1c(SCCCCCC)nc(O)cc1=O	8	-3	1	7	9	0.4	0	/	-0.4	1	1
COc1cccc(C2c3c(oc4ccccc4c3=O)C(=O)N2Cc2ccco2)c1 (stereo not given)	5	4	4	13	9	0.0	3	-7	-0.7	0	-8
Cc1ccc(C2CC(=O)NC(SCC(=O)OCc3ccccc3)=C2C#N)o1 (stereo not given)	-1	8	-1	-95	22	0.3	8	0	-1.1	0	-3
O=c1oc2cc(O)ccc2cc1-c1ccc(F)cc1	-6	-234	3	-105	-39	0.2	-262	/	-2.8	-2	-2
CNC(=O)COc1ccc(S(=O)(=O)N2CCCC2)cc1	-1	13	4	11	3	0.0	10	-4	0.9	-2	6
CCC(C)NC(=O)Cc1c(OC)ccc2cc(Br)ccc12 (stereo not given)	1	25	1	-27	3	0.0	11	1	-0.3	-2	2
O=C(Oc1ccc2c3c(c(=O)oc2c1)CCCC3)c1cccs1	-5	-8	5	-14	13	0.2	-20	-4	-1.7	0	-7
COc1ccccc1-c1ccc(NC2CCCC2)nn1	8	-119	5	-41	-32	0.0	-145	-5	-2.6	-7	3
Cn1c(SCC(=O)N2CCCC2=O)nnc1-c1ccccc1F	-4	19	-1	-36	-4	-0.1	15	-12	-0.2	-1	-1
C[C@H](O)Cc1cc2ccccc2c(=O)o1	-5	10	/	-20	-10	-0.2	-3	-4	-3.3	3	1
O=C(O)CCNC(=O)COc1ccc2c3c(c(=O)oc2c1)CCCC3	-16	13	/	-7	-1	-0.1	-1	-4	-0.4	0	1

In another format: entries from further up
Below each SMILES – Vif inh, HIF-2a inh, NR2E3 ag-1, NR2E3 ag-2, TRPM1 prom inh, aDG glyco up, Peg3 prom inh, CaV13 ICDI inh, iPSC survival up, Exocytosis inh, PDI inh
- O=C(NNC(=O)C1C2C=CC(C2)C1C(=O)O)c1ccccc1 (stereo not given)
    -3, 5, 3, -80, 2, 0.1, 0, -5, 0.9, -10, 4
- Cc1nn(-c2ccccc2)c(C)c1-c1ccccc1O
    4, -16, 3, -47, 2, 0.2, -21, -20, 1.4, 6, -4

High-throughput results from PubChem.
